Screens deposited in PubChem BioAssay by Sanford-Burnham Center for Chemical Genomics.
mIAP act: mouse IAP activation | muIAP, CDP-Star luminescence, 30 min; stronger effect = higher value; 1 = vehicle-only enzyme signal, 0 = enzyme-free wells | activation factor at 10 µM | hit rate 0.24% among 330,000;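 active = activation factor of at least 2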; also: the source names both 10 and 20 µM as test concentration; values of inactives mirror those of a sister screen read the other way
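Assay system: mouse IAP enzyme / Compound: DMSO-dissolved test compounds / Timing: 30 min, room temperature / Measured by: luminescence from enzymatic CDP-Star hydrolysis / Control set: DMSO-only wells, enzyme-free buffer wells as negative control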
ATG4B inh: ATG4B (human) cysteine protease inhibition; inhibition, % at 8.33 µM; Q9Y4P1; ATG4B cleavage of LC3-PLA2, NBD-HPC fluorescence, 1 h; hit rate 0.51% among 340,000; AID 504462; in the data active = inhibition above about 40%
Target sequence (Q9Y4P1 whole entry, looked up): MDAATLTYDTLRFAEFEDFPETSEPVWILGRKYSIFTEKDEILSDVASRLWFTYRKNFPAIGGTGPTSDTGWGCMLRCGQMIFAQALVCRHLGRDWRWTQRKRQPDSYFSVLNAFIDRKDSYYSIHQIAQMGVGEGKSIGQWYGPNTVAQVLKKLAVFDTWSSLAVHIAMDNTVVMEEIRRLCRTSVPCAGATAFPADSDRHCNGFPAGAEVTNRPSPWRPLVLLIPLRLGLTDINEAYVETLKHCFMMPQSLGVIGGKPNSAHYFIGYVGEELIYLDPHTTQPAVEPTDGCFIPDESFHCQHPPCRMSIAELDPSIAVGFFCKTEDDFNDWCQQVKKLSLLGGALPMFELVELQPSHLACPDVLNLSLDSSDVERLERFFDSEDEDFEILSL
PfGluPho inh: PfG6PD (Plasmodium falciparum) enzyme inhibition. hit rate 0.78% among 350,000. PfGluPho enzyme, NADPH resazurin-diaphorase fluorescence. inhibition, % at 20 µM. AID 504690;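 active = inhibition reaching at least a set limit at 20 µM in the primary screen, cut at about 59% in these data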;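 also: 0% = DMSO wells with substrate and 100% = DMSO wells lacking glucose-6-phosphate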
HKDC1 inhibitor: blocks human hexokinase HKDC1 activity; Q2TB90; recombinant HKDC1, G6PDH/diaphorase resazurin coupled fluorescence; inhibition, % at 20 µM; hit rate 0.16% among 340,000; AID 493160;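 active = inhibition above about 35% when tested at 20 µM, limit read from the data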;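 also: plate controls were DMSO wells with enzyme for no effect and DMSO wells lacking enzyme for full effect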
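Test system: HK5 enzyme. Quantity: 5 µg/mL HK5 final. Reagent: glucose and ATP substrates. Schedule: 90 min reaction incubation at room temperature, dark. Technique: resazurin-to-resorufin fluorescence via G6PDH and diaphorase coupling, 525/613 nm. Control set: DMSO wells with and without enzyme mix.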
hIAP block: human IAP inhibition | P09923 | hit rate 0.12% among 330,000 | purified IAP, CDP-Star luminescence, 30 min | AID 2544 | inhibition, % at 10 µM;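 active = inhibition reaching a set limit with compound at 10 µM in the primary screen, cut at about 35% in these data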;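 also: plate controls were DMSO wells with enzyme for no effect and no-enzyme buffer wells for full effect; values of inactives mirror those of a sister screen read the other way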
hIAP activ: human IAP activation; P09923; activation factor at 10 µM; AID 2524; purified human IAP, CDP-Star luminescence, 30 min; stronger effect = higher value; 1 = vehicle-only enzyme, 0 = enzyme-free background; hit rate 0.16% among 330,000;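 active = activation factor of the enzyme at least 2-fold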; also: the source names both 10 and 20 µM as test concentration; values of inactives mirror those of a sister screen read the other way
APOBEC3A inh: inhibitors of human APOBEC3A DNA deaminase; P31941; recombinant A3A, FAM/TAMRA ssDNA deamination fluorescence; hit rate 0.41% among 330,000; inhibition, % at 20 µM;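 active = at least 40% inhibition at 20 µM here, with at most 30% in a related deaminase screen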;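 also: plate controls were A3A with DMSO for no effect and wells lacking A3A enzyme for full effect; some results filed as inactive read as strong as hits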
Target sequence (P31941 whole entry, looked up): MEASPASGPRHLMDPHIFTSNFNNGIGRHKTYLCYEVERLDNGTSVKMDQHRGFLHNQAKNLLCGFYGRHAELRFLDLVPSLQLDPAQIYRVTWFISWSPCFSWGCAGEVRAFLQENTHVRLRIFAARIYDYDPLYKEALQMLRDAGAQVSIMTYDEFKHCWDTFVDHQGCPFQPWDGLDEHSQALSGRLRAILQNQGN
mIAP block: blocks mouse intestinal alkaline phosphatase; purified mouse IAP, CDP-Star luminescence, 30 min; inhibition, % at 10 µM; hit rate 0.2% among 330,000; AID 2806;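 active = inhibition of at least 40% at 10 µM in the primary screen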;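 also: plate controls were DMSO with enzyme for no effect and no enzyme wells for full effect; values of inactives mirror those of a sister screen read the other way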
Numbers without * were called inactive.

Values run as follows: ATG4B inh	PfGluPho inh	mIAP block	APOBEC3A inh	HKDC1 inhibitor	hIAP block	mIAP act	hIAP activ
> COc1ccccc1NC(=O)CN(c1ccc(C)cc1)S(=O)(=O)c1c(C)n[nH]c1C
  -13	16	-1	-6	-2	-17	1	1.2
> Cc1cc(C)c(C#N)c(SCC(=O)C2CC2)n1
  -2	15	-26	-1	0	-6	1.3	1.1
> CNS(=O)(=O)c1cc(C(=O)NCc2ccco2)ccc1Cl
  1	-7	-1	0	-3	17	1	0.83
> Cc1onc(-c2c(F)cccc2Cl)c1C(=O)c1ccc(F)cc1
  -3	4	3	1	-6	9	0.97	0.91
> Cn1c(=O)c2cc(S(=O)(=O)Nc3ccc4c(c3)OCO4)ccc2n(C)c1=O
  -2	-9	1	-2	-4	-3	0.99	1
> O=C(Nc1cccnc1)c1cccc(S(=O)(=O)N2CCCCC2)c1
  -9	4	0	-2	7	8	1	0.92
> CN(C)/C=C/C(=O)Oc1ccc(Cl)cc1Cl
  6	-5	-3	-4	5	-24	1	1.2
> CC1CCc2c(sc(NC(=O)COC(=O)C3CCCO3)c2C#N)C1 (stereo not given)
  1	-17	7	0	3	4	0.93	0.96
> COc1ccc(NC(=O)CSc2nc3ccccc3n2-c2ccccc2)c([N+](=O)[O-])c1
  -12	-10	11	-1	-5	11	0.89	0.89
> C(=C\c1ccccc1)/CSc1nnc(-c2cnccn2)n1Cc1ccco1
  -12	21	13	-5	-4	-6	0.87	1.1
> CC(=O)Nc1ccc(SCC(=O)NCCc2ccc(F)cc2)cc1
  -6	-2	0	0	0	-26	1	1.3
> CCCOC(=O)c1ccc(Oc2c(-c3ccc(OCC)cc3O)n[nH]c2C)cc1
  15	-3	0	-4	6	6	1	0.94
> CCC(C)OC(=O)C[N+](C)(C)CCOC1CC2CCC1(C)C2(C)C (stereo not given)
  4	7	-1	1	-3	2	1	0.98
> Cc1cccc(C)c1NC(=O)Cn1c(CN2CCCCC2)nc2ccccc2c1=O
  -6	-4	2	-19	-1	-20	0.98	1.2
> Cc1nnc(SCC(=O)NC2CC2)n1-c1ccccc1
  2	-10	10	-2	-5	7	0.91	0.93
> O=C(NCc1ccccc1)c1cccc(COc2cc(Cl)ccc2Cl)c1
  5	-7	-7	1	-2	7	1.1	0.93
> CCOCCCNCC(=O)Nc1cc(S(=O)(=O)N2CCOCC2)ccc1N1CCOCC1
  -10	1	6	-1	0	11	0.94	0.89
> CCOc1c(/C=C(\C#N)C(N)=O)c2ccccc2n1CC
  0	4	-7	-5	12	5	1.1	0.95
> Cn1c(SCc2ccccc2)nnc1-c1ccc2nonc2c1
  -5	-1	0	-3	0	-26	1	1.3
> Cc1cccc(-c2noc(CN(C(=O)C34CC5CC(CC(C5)C3)C4)C(C)C)n2)c1
  -5	32	-1	0	5	2	1	0.98
> COC(=O)c1ccccc1NS(=O)(=O)c1cn(C)c(=O)n(C)c1=O
  -6	4	3	-1	-3	6	0.97	0.94
> O=C(NCc1ccncc1)C(=O)NCC1OCCCN1S(=O)(=O)c1ccccc1 (stereo not given)
  -13	-1	-6	-2	-8	7	1.1	0.93
> CCOC(=O)C(CCCOc1ccc(C(C)CC)cc1)C(=O)OCC (stereo not given)
  -5	16	6	-7	4	-4	0.94	1
> COc1cccc(CNC(=O)C2CCN(c3ncnc4c3nc3n4CCCCC3)CC2)c1
  4	-10	3	-4	-1	3	0.97	0.97
> C#CCO[C@@H]1C[C@H](n2cnc3c(=O)[nH]c(NC(=O)C(C)C)nc32)O[C@@H]1CO
  -11	13	-12	0	6	8	1.1	0.92
> COC(=O)N1C(=O)[C@](c2ccc(OC)cc2)(C(C)C)N1C(=O)OC
  5	-25	-2	0	-3	7	1	0.93
> COc1cccc(S(=O)(=O)N2CCN(C(=O)c3ccco3)CC2)c1
  3	0	-7	-1	-8	10	1.1	0.9
> OC(CN1CCOCC1)Cn1c(-c2cccc(Cl)c2)nc2ccccc21 (stereo not given)
  -4	-1	8	2	-5	10	0.92	0.9
> CC(C)CNC(=O)c1cccc(NC(=O)c2ccc(NC(=O)c3ccco3)cc2)c1
  -5	-5	-7	-2	-9	-22	1.1	1.2
> CCn1cnc2c(Nc3cccc(Cl)c3)nc(C#N)nc21
  -5	13	-2	4	2	-18	1	1.2

Compound profiles, as listed above. Order of screens: ATG4B inh, PfGluPho inh, mIAP block, APOBEC3A inh, HKDC1 inhibitor, hIAP block, mIAP act, hIAP activ
COc1cccc(S(=O)(=O)N2CCN(C(=O)c3ccco3)CC2)c1 as listed: 3, 0, -7, -1, -8, 10, 1.1, 0.9
CNS(=O)(=O)c1cc(C(=O)NCc2ccco2)ccc1Cl as listed: 1, -7, -1, 0, -3, 17, 1, 0.83

Sorted by value in PfGluPho inh (high to low): 5 of the compounds above
Structure	PfGluPho inh
C(=C\c1ccccc1)/CSc1nnc(-c2cnccn2)n1Cc1ccco1	21
CCC(C)OC(=O)C[N+](C)(C)CCOC1CC2CCC1(C)C2(C)C (stereo not given)	7
Cn1c(SCc2ccccc2)nnc1-c1ccc2nonc2c1	-1
CC(=O)Nc1ccc(SCC(=O)NCCc2ccc(F)cc2)cc1	-2
COc1ccc(NC(=O)CSc2nc3ccccc3n2-c2ccccc2)c([N+](=O)[O-])c1	-10

Continued:
Values run as follows: ATG4B inh	PfGluPho inh	mIAP block	APOBEC3A inh	HKDC1 inhibitor	hIAP block	mIAP act	hIAP activ
> COc1ccc(O)c(C(=O)c2cnc3onc(C(C)C)c3c2)c1
  0	-12	-3	-2	-5	12	1	0.88
> CC1(C)NC(=O)N(CC(O)CN2CCCCC2)C1=O (stereo not given)
  -5	-7	5	-4	-8	0	0.95	1
> COC(=O)[C@H]1C[C@@H]1[C@H](NC(=O)c1cnccn1)c1ccccc1
  5	-6	-16	3	-5	6	1.2	0.94
> Cc1ccsc1/C=N/NC(=O)c1ccc2ccccc2c1
  -8	-3	10	1	-14	-2	0.91	1
> O=C(OCc1ccc(COC(=O)c2cccnc2Cl)cc1)c1cccnc1Cl
  -1	4	-1	-2	-6	-9	1	1.1
> Cc1ccc(OCc2cc(C(=O)N3CCc4[nH]cnc4C3c3ccccn3)no2)cc1C (stereo not given)
  0	-10	-3	-4	-2	-49	1	1.5
> CCNc1nc(NCC)nc(OCCOC(=O)Nc2ccccc2)n1
  5	6	-6	-2	4	16	1.1	0.84
> Cc1ccc(-c2nn(Cc3ccccc3)cc2C(=O)NCC2CCCO2)cc1 (stereo not given)
  -18	2	0	-1	4	-3	1	1
> CC1CC(=O)N(c2ccc(Br)cc2)C(=O)C1
  -3	-2	6	0	-4	19	0.94	0.81
> COc1cccc(-c2cc3nc4c(c(N5CCC6(CC5)OCCO6)n3n2)CCC4)c1
  5	12	1	-3	1	-60	0.99	1.6
> CCOc1ccc(C(=O)NCC(=O)OCC(=O)Nc2ccc(C)c(S(=O)(=O)N(C)C)c2)cc1
  3	10	1	-2	-9	-5	0.99	1.1
> COc1cccc(N2CCN(C(=O)c3ccc(CS(=O)Cc4ccc(C)cc4)o3)CC2)c1 (stereo not given)
  -9	-6	8	-6	-5	18	0.92	0.82
> CN(C)S(=O)(=O)c1ccc(Cl)c(C(=O)OCC(=O)NNC(=O)c2cccs2)c1
  -10	-4	5	-4	4	13	0.95	0.87
> CCC(C(=O)Nc1cc(C(=O)O)ccc1C)c1ccccc1 (stereo not given)
  -3	4	-2	-3	-8	4	1	0.96
> CCc1ccccc1NC1=NCC(=O)N1Cc1ccccc1
  -9	-3	-5	5	5	8	1.1	0.93
> Cc1cc(Cl)ccc1OC(C)C(=O)NCCCn1ccnc1 (stereo not given)
  0	-11	-7	0	-5	-2	1.1	1
> Cc1cc(C(F)F)nn1CC(=O)NCc1ccco1
  -1	-8	-2	11	-13	-12	1	1.1
> O=C(CNC(=O)c1cccs1)NCC(=O)OCC(=O)c1ccc([N+](=O)[O-])cc1
  9	67*	1	1	14	14	0.99	0.86
> Cc1ccc(S(=O)(=O)N(C)C[C@@H]2Oc3c(NS(C)(=O)=O)cccc3C(=O)N([C@H](C)CO)C[C@@H]2C)cc1
  1	14	-3	-5	-2	-27	1	1.3
> COc1cc2c(cc1OC)C(C)N(CCc1ccc(Cl)cc1)CC2 (stereo not given)
  -13	-2	0	1	-3	14	1	0.86
> COc1cccc(C(=O)N=c2sc3cc(S(C)(=O)=O)ccc3n2C)c1
  -9	-8	3	1	-4	9	0.97	0.91
> O=C(NC(=S)Nc1nc(-c2ccccc2)cs1)c1ccco1
  8	-14	15	0	-2	-6	0.85	1.1
> CC(=O)N1c2ccc(S(=O)(=O)N(C)CC(=O)NC3CCCC3)cc2CC1C (stereo not given)
  3	-7	5	-5	-6	-20	0.95	1.2
> CC1CC1C(=O)Nc1nc(-c2ccccn2)cs1 (stereo not given)
  -3	58	-4	1	-4	-14	1	1.1
> CCOc1ccc(C(=O)NC2CC3CCCC(C2)N3CC(C)C)cc1 (stereo not given)
  -6	-5	1	1	-12	5	0.99	0.95
> O=C(NC1CCCCC1)c1cc2ccccc2cc1O
  5	23	-4	-5	10	2	1	0.98
> CCN(CC)S(=O)(=O)c1ccc(/C=C/C(=O)Nc2ccc(F)cc2F)cc1
  0	17	8	-1	-4	-30	0.92	1.3
> Cc1cc(C=C(C#N)C#N)c(C)n1-c1ccccc1
  -11	15	-2	-4	-2	-21	1	1.2
> Cc1ccc(C)c(N2CC(C(=O)Nc3nccs3)CC2=O)c1 (stereo not given)
  -4	-6	0	-3	-6	-4	1	1
> Cc1cc(S(=O)(=O)N2CCOCC2)ccc1OCC(=O)N1CCOCC1
  -7	-3	-2	-6	-10	3	1	0.97
> N#Cc1c(-c2ccc(F)cc2)cc(C2CC2)nc1SCC(=O)c1cccs1
  3	-15	12	-2	-2	10	0.88	0.9
> CCC(NC(=O)CCC(=O)N1CCN(S(=O)(=O)c2ccc(C)cc2)CC1)c1ccc(C)cc1 (stereo not given)
  0	-8	-5	-2	-3	6	1	0.94
> CS(=O)(=O)N(CC(=O)NCc1ccc2c(c1)OCO2)Cc1ccccc1
  -11	4	-3	-4	-3	-8	1	1.1
